Bioassay records as filed in PubChem.
ABCB6 inh 2 = ABCB6 transporter inhibitors, primary screen, K562-ABCB6 cells, flow cytometry, MLPCN library; fluorescence ratio to DMSO, % at 10 µM; K562-ABCB6 porphyrin accumulation, 1 h; active compounds read low; hit rate 0.19% among 360,000; ATP-binding cassette sub-family B member 6 (Homo sapiens), Q9NP58;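 active = fluorescence ratio to DMSO below 75%, the collection mean minus 3 SD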;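 note: signal is porphyrin accumulated inside mitochondria; 100% equals median channel fluorescence of DMSO control wells; lower ratio means ABCB6 inhibition with less porphyrin fluorescence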
NOD2 RIPK2 PPI = NOD2-RIPK2 binding disruptors in cells, primary screen, fluorescence, CHO cells, BLA complementation; AID 624267, 2012; inhibition, % at 4.98 µM; Receptor-interacting serine/threonine-protein kinase 2 (Homo sapiens), O43353; hit rate 0.38% among 360,000; CCF4 ratio; in the data active = inhibition above about 21%;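 note: 0% = vehicle only and 100% = reference blocker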
Target sequence (O43353 whole entry, looked up): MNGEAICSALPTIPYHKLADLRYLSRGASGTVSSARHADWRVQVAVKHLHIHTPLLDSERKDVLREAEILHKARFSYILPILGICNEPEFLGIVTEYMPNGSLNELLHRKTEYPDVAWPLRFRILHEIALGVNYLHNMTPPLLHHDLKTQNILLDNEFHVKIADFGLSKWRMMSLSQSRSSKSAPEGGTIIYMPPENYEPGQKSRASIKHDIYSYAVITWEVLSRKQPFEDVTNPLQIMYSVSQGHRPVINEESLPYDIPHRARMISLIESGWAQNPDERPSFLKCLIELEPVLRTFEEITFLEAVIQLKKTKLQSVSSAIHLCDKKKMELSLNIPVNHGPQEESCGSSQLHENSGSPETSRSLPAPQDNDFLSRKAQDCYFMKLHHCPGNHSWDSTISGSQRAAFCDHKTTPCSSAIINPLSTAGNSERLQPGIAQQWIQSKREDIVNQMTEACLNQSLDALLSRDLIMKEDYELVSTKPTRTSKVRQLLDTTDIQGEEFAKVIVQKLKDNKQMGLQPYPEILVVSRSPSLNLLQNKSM
ABHD5 PLIN5 PPI = ABHD5-PLIN5 interaction inhibitors, primary screen, cell lysate, split luciferase complementation, luminescence; hit rate 0.78% among 360,000; Split G. princeps luciferase complementation, 4 h; inhibition, % at 4 µM; Perilipin-5 (Homo sapiens) + 1-acylglycerol-3-phosphate O-acyltransferase ABHD5 (Homo …; AID 602281, 2012;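 active = inhibition above the mean inhibition across every tested compound plus 3 SD, cut at about 22% in these data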;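 note: 0% = DMSO only wells and the 100% control is not disclosed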
MC4R ag barr = MC4R agonists recruiting beta-arrestin, primary screen, cell-based, luminescence, agonist arm of biased-ligand search; AID 540308, 2011; hit rate 0.98% among 360,000; U2OS MC4R beta-arrestin complementation; percent of melanotan II response, DMSO zero; activation, % at 8.9 µM;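 active = activation above a per-plate cutoff, the mean activation of sample wells on that plate plus 3 SD, cut at about 8% in these data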
Target sequence (P32245 whole entry, looked up): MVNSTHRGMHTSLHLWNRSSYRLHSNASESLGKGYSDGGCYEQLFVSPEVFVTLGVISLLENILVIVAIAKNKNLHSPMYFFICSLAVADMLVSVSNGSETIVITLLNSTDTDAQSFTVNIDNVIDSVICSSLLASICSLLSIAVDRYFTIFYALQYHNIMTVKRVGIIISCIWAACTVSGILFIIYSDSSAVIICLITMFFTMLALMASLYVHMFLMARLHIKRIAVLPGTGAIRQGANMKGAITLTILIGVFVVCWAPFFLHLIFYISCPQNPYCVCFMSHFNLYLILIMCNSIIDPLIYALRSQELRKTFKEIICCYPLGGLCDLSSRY
aDG glyco act = activators of alpha-DG glycosylation, primary screen, uHTS, Pro5-aDG cells, AlphaScreen; alpha-DG glycosylation AlphaScreen (IIH6); 0% Pro5, 100% B10-LARGE cell signal; AID 624168, 2012; activation, % at 10 µM; hit rate 0.22% among 360,000;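 active = activation of at least 8% versus controls, or a plate z-score of at least 8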;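 note: Pro5 are CHO cells carrying HIG-tagged alpha-DG that lacks glycosylation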
Glyco luc inh = increase of ERlucT glycosylation luciferase signal, primary screen, N-linked glycosylation inhibitor project, D54 ERlucT cells, luminescence, set 2; D54 ERlucT glycosylation luciferase reporter, 24 h; percent of 100 nM tunicamycin response; reporter increase, % at 12.5 µM; hit rate 0.23% among 360,000;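 active = mean luciferase reporter signal, scaled so untreated is 0 and the glycosylation-blocking control 100, at or above a set limit in every replicate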;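 note: luciferase carries N-glycosylation sites so blocking glycosylation raises the light; 0% = median of neutral control wells and 100% = median of 100 nM tunicamycin wells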
MC4R antag cAMP = MC4R antagonists of cAMP signaling, primary screen, cell-based, TR-FRET, antagonist arm of biased-ligand search; Melanocortin receptor 4 (Homo sapiens), P32245; MC4R-expressing cells, MTII-stimulated cAMP, LANCE TR-FRET; inhibition, % at 6.5 µM; hit rate 0.48% among 360,000;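 active = inhibition above its plate's cutoff, the mean of tested wells on that plate plus 3 SD, cut at about 29% in these data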;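 note: 0% = Melanotan II alone and 100% = Melanotan II plus saturating MCL0020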
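system = U2OS cells with stable human MC4R expression | also added = Melanotan II challenge after compound preincubation | dosing = one concentration, 6.5 µM nominal | incubation = compound 30 min, challenge 1 h, detection 1 h | measured by = TR-FRET with Eu-cAMP and labeled anti-cAMP, 671 nm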
Exocytosis inh = LAMP-1 surface exposure blockers, TALL-104 cells – cell-based, flow cytometry, MLPCN library, primary screen; TALL-104 LAMP-1 surface exposure; cells stimulated with thapsigargin and PMA; inhibition, % at 10 µM; hit rate 0.66% among 360,000; AID 651702, 2012;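 active = inhibition above about 55%, limit read from the data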
TLR9-MyD88 inh = inhibitors of TLR9-MyD88 association in cells, primary screen, cell-based, CHO, BLA complementation, fluorescence; Toll-like receptor 9 (Homo sapiens) + Myeloid differentiation primary response protein …; CCF4 FRET ratio; inhibition, % at 4.98 µM; hit rate 0.21% among 340,000; AID 504734, 2011;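 active = inhibition above the mean over all tested compounds plus 3 SD, cut at about 21% in these data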;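 note: 0% = DMSO only wells and 100% = clavulanate BLA inhibitor control wells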
Vif inh = HIV Vif self-association inhibitors, primary screen, imaging, HEK293T, single point. hit rate 0.35% among 340,000. HEK293T cells, Vif self-association by quenched fluorescence, 24 h. inhibition, % at 7.49 µM; in the data active = inhibition above about 50%, passing the limit was not always enough; note: some results filed as inactive read as strong as hits
Active calls of the source: *; . = no result given. This is a subset; the hit share may differ from the screen's.

Sequence of screens: ABCB6 inh 2, NOD2 RIPK2 PPI, ABHD5 PLIN5 PPI, MC4R ag barr, aDG glyco act, Glyco luc inh, MC4R antag cAMP, Exocytosis inh, TLR9-MyD88 inh, Vif inh
- O=C(CCCn1nnnc1CN1CCOCC1)N1CCC(c2ccccc2F)C1 (configuration not stated)
    105.0, 4.1, 1.2, -1.5, 0.0, -0.5, 6.4, 0.4, -1.6, 6.8
- O=C(COC(=O)CSc1ccc([N+](=O)[O-])cc1)NCC1CCCO1 (configuration not stated)
    94.0, -3.5, -9.9, -1.3, -0.2, -1.5, 5.1, 3.1, 3.0, .
- COC1=C(N2CCOCC2)C(=O)c2ccccc2C1=O
    99.0, 3.0, -31.2, -1.7, 1.3, 5.4, -4.7, 6.1, -4.2, 1.4
- CCOC(=O)c1cc(C(=O)OCC)cc(-n2cc(O)c(C(=O)OCC)n2)c1
    96.0, -15.3, -4.2, 1.0, 0.1, 1.2, 10.5, 1.1, -3.4, .
- CC(C)(/C=N/O)/[N+]([O-])=C/c1ccccc1C(F)(F)F
    117.0, -10.0, 4.4, 0.4, 0.6, 1.0, 13.3, -1.5, -2.9, 9.9
- O=c1n2c(c(O)n1C1CCCCC1)C(c1ccccc1)=Nc1ccccc1C2
    99.0, -0.1, -7.3, ., -0.3, 1.4, ., 1.4, ., -0.5
- COc1ccc(OC)c(Cc2nnc(CCC(=O)NC3CCCCCCC3)o2)c1
    96.0, 0.6, -0.6, -2.0, 0.5, -0.4, 1.5, -1.3, 5.0, 0.5
- O=C(c1cc(S(=O)(=O)N2CCOCC2)c(Cl)cc1Cl)N1CCCC1
    102.0, -2.3, 1.2, -1.5, 0.1, -0.2, 8.3, 12.8, 3.7, -3.2
- CCC(Cc1ccccc1)NS(=O)(=O)c1ccc2c(c1)NC(=O)CO2 (configuration not stated)
    100.0, 0.0, -4.5, -1.4, 0.0, -2.3, 12.6, 6.0, -20.2, -4.4
- Cc1cc(C)n2nc(SCCCC(=O)c3ccccc3)nc2n1
    97.0, -2.5, -4.0, -0.8, -0.1, -0.2, 14.7, 9.1, -3.6, 0.9
- CCN1C(=O)c2ccccc2Sc2ccc(C(=O)NC(C)C)cc21
    97.0, -3.1, -3.8, -0.9, 1.1, 0.1, 0.4, -10.9, -3.2, 37.4
- Cc1c(S(=O)(=O)N2CCOCC2)c(=O)n(C)c(=O)n1C
    96.0, -9.1, 3.4, 0.2, -0.1, -0.1, 10.7, 0.7, -0.9, 1.2
- COC(=O)CNC(=O)CN1C(=O)N(c2ccccc2)C(N(O)C(=O)Nc2ccccc2)C1(C)C (configuration not stated)
    95.0, -0.4, -1.1, -0.1, -0.2, 1.8, 0.0, -2.0, -8.9, 8.4
- COc1ccc(-n2c(Cn3c(=O)sc4ccccc43)nnc2SC)cc1
    104.0, -18.9, -0.3, -2.1, 0.3, 2.2, 9.1, -1.4, -3.5, -0.6
- COc1cccc(C2Nc3ccc4ccccc4c3C3=C2C(=O)CC(C)(C)C3)c1OCC(=O)O (configuration not stated)
    103.0, -7.2, -5.5, -2.0, 0.1, 0.0, 16.9, 7.8, -12.6, 7.3
- COc1ccc(S(=O)(=O)N(C)c2ccc(C(=O)NCC3CCCO3)cc2)cc1 (configuration not stated)
    98.0, 2.0, -5.7, -1.7, -0.5, 0.7, -2.2, -1.3, 6.2, 0.5
- Cc1ccc(C)c(N2CCN(C(=O)CCc3nc(-c4cccc(C(F)(F)F)c4)no3)CC2)c1
    98.0, -4.9, -3.4, -1.1, 0.3, 0.3, -2.6, -2.5, 1.5, -1.1
- O=C(Nc1cccc(F)c1)c1ccc(CSc2ccccc2)o1
    105.0, 3.4, -0.1, -0.3, 0.0, 1.8, 1.5, 0.4, 5.4, 4.7
- CCCS(=O)(=O)N1CCN(Cc2ccccc2OCC)CC1
    102.0, 0.4, -2.5, -0.4, 0.1, ., 3.6, 0.3, 4.3, .
- CCCCOc1ccc(C(C)NC(=O)CCS(=O)(=O)Cc2ccccc2F)cc1 (configuration not stated)
    101.0, 2.1, 2.3, 2.4, -0.1, -1.3, 9.3, -5.0, -3.0, 0.7
- CCN(CC)c1ccc(C(=O)NNC(=O)c2cccn2C)cc1
    101.0, -2.1, 0.7, -2.9, 0.1, -1.5, -6.2, -1.9, -4.8, -1.2
- COc1cccc2sc(Nc3nc(-c4cc5ccccc5oc4=O)cs3)nc12
    102.0, 2.5, 6.4, 0.1, -0.3, 22.0, 1.7, 2.3, -5.2, -2.3
- O=C(CN1CCOCC1)Nc1cccc(Br)c1
    100.0, 6.1, 1.9, -1.4, 0.0, 1.1, 5.3, 2.0, -5.2, -1.6
- Cc1cccc(C)c1NC(=O)CSc1nnc(C)n1-c1ccccc1
    91.0, 0.4, 4.4, -0.1, -0.1, 1.1, 5.0, -2.8, -6.8, 6.1
- CC(Oc1ccccc1)C(=O)Nc1oc(-c2ccco2)c(-c2ccco2)c1C#N (configuration not stated)
    98.0, -14.4, 16.8, 2.5, 0.1, 0.5, 14.3, -4.3, -2.8, -4.0
- CC(C)CN1CCN(Cc2cc(F)ccc2-n2cccn2)CC1CCO (configuration not stated)
    95.0, 0.0, 3.6, -1.5, 0.3, 3.4, -6.8, -3.2, -1.7, -0.6
- CCOC(=O)c1c(C)[nH]c(C(=O)C(C)Sc2ccc(Cl)cc2)c1C (configuration not stated)
    101.0, 2.5, -4.9, 2.8, 0.4, -1.1, -0.7, 0.9, 3.1, 3.7
- Cc1ccc([N+](=O)[O-])cc1N=Cc1ccc(Br)s1
    97.0, -9.6, -2.2, -1.7, -0.2, 0.6, 1.4, -3.2, -3.7, -9.1
- CC1CC(=O)Nc2ccccc2N1C(=O)Cn1cnc2ccc(Br)cc2c1=O (configuration not stated)
    104.0, -2.3, 5.4, -2.6, -0.2, 0.9, 7.5, -9.7, 1.9, -4.6
- O=C(Nc1ccc(N2CCN(c3ccc(C(F)(F)F)cn3)CC2)nc1)c1cccs1
    103.0, -3.3, -4.5, 1.1, 0.2, -0.4, -1.0, -2.8, 9.0, 5.7
- O=C(COC(=O)Cc1ccsc1)Nc1ccc(Cl)cn1
    95.0, -6.0, 3.8, -0.7, 0.1, 2.3, 4.9, 13.1, -8.3, -2.5
- Cc1ccccc1CN1C(=O)CS/C1=N/N=C/c1ccco1
    98.0, -6.8, -0.1, -1.7, 0.0, -2.6, 9.3, -13.4, 9.7, -0.4
- Clc1ccc(CSCCc2ccncc2)cc1
    97.0, 3.8, -3.0, -1.2, 0.1, -3.5, 5.4, 3.1, -10.5, 8.3
- Cn1cc(C[C@H](NC(=O)OC(C)(C)C)C(=O)N[C@H](CO)Cc2ccccc2)c2ccccc21
    99.0, 8.6, -5.0, -2.5, -0.1, -0.6, 8.4, -1.3, 6.7, -1.3
- Cn1c(=O)oc2cc(S(=O)(=O)N3CCC4(CC3)OCCO4)ccc21
    121.0, 2.6, -2.7, -1.7, 0.1, 1.3, 3.8, 1.9, -1.4, 13.9
- O=C(CSc1nnc(CNC(=O)c2ccc(F)cc2)o1)NCCc1ccccc1
    100.0, -1.7, -0.7, -2.0, 0.0, -2.0, -1.8, -14.5, -0.8, -4.7
- Cc1nc(C(F)(F)F)nc(Nc2ccc(N=Nc3ccccc3)cc2)c1C#N
    97.0, -6.8, -0.3, 3.6, -0.3, -0.3, 15.8, 0.1, -14.7, -7.0
- CC(C)CC1NC(=S)N(C2CCCCC2)C1=O (configuration not stated)
    87.0, -6.9, -1.6, 3.4, -0.1, -0.2, 20.8, -0.4, 0.1, 5.2
- Nc1nonc1-n1nnc(C(=O)N/N=C/C2CCCCC2)c1-c1ccccc1
    101.0, -0.9, -3.2, -1.9, 0.0, -1.2, 10.5, 6.0, -5.2, -3.3
- O=C(O)c1nn(CCSc2ccccc2F)c(=O)c2ccccc12
    96.0, 6.5, 2.1, 1.0, 0.1, -7.0, 1.4, -5.8, -0.2, -2.6
- CC(=O)Nc1ccc(NC(=O)C(C)OC(=O)c2cc(S(=O)(=O)N(C)C)ccc2N2CCCC2)cc1 (configuration not stated)
    105.0, 0.6, 7.4, 0.7, -0.1, 0.3, 9.6, -2.1, 10.4, -3.6
- Cc1ccc(C(=O)C2=C(O)C(=O)N(Cc3ccco3)C2c2ccc(N(C)C)cc2)o1 (configuration not stated)
    106.0, -3.0, -3.6, -4.0, -0.3, -1.7, 6.3, -3.9, -9.7, -1.0
- CC(=O)c1cccc(N2C(=NC(=O)C3CC3)SC3CS(=O)(=O)CC32)c1 (configuration not stated)
    94.0, 9.3, 10.3, 1.4, 0.2, 0.3, 3.3, -2.0, 3.6, 5.9
- CCc1nnc(NC(=O)C2Cc3ccccc3CN2S(=O)(=O)c2ccc(C)cc2)s1 (configuration not stated)
    100.0, 0.7, 1.2, -1.0, -0.1, -1.3, -2.1, 3.6, -6.6, -5.3
- Cc1c(CC(=O)N[C@@H](C)C(=O)O)c(=O)oc2cc3oc4c(c3cc12)CCCC4
    102.0, -2.8, 1.6, -2.1, 0.1, -0.1, -0.2, -2.0, 2.3, -3.2
- Cc1cc(/C=N/NC(=O)c2ccncc2)c(C)n1-c1ccccc1
    106.0, 0.1, 6.2, -0.8, -0.2, -2.7, 2.0, -2.8, 7.1, 1.8
- COc1ccc(C2=NOC(CNC(=O)c3ccccc3Br)C2)c(OC)c1 (configuration not stated)
    101.0, -3.8, -3.2, -2.2, 0.0, 0.0, 7.7, -7.3, -8.8, 0.0
- Cc1nn(-c2ccccc2)c(C)c1/C=N/NC(=O)CSc1nnc(SCc2cccc3ccccc23)s1
    94.0, -2.0, 1.9, -0.5, -0.1, -0.1, 4.2, 1.2, 6.3, -9.9
- COc1ccc(-c2nc3c(n2O)CCC/C3=N\O)cc1
    99.0, -12.9, -3.1, -0.9, 0.2, -0.1, -1.1, 1.3, -8.7, -4.3
- C=CCOc1cccc(C2C(C(=O)c3ccco3)=C(O)C(=O)N2Cc2ccco2)c1 (configuration not stated)
    102.0, -7.8, 4.6, -0.2, 0.1, 0.8, 7.9, -9.8, -3.4, 3.1
- CC(C)(C)C(=O)Nc1cccc(C(=O)Nc2cc(C(=O)O)cc(C(=O)O)c2)c1
    93.0, 6.5, 0.8, -1.9, -0.2, 0.6, 6.0, 0.0, 3.5, .
- O=C(COC(=O)c1c2c(nc3ccccc13)CCCCC2)c1ccc(Cl)s1
    100.0, -12.6, -3.4, 1.5, 0.0, 1.4, 6.0, -4.2, -3.9, .
- O=C(NCc1cccs1)C(=O)c1c[nH]c2ccccc12
    103.0, 2.9, -4.6, 0.5, -0.3, 4.2, 10.1, -0.4, 5.7, -1.2
